From PubChem BioAssay
D2 PAM – positive allosteric modulators of human D2 dopamine receptor. AID 485347. potentiation, % at 10 µM. P14416. 0.34% of 340,000 active. HEK293 T-REx D2, calcium flux, EC20 dopamine potentiation;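 active = potentiation over 3 SD above the plate norm, cut at about 30% in these data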; also: 0% is about no effect
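Using a no-wash calcium dye in inducible, force-coupled HEK293 Trex cells expressing D2, we tracked fluorescence each second for 180 s after compound, then for 180 s after EC20 dopamine to detect augmented signalling.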
D1 potentiator – human D1 dopamine receptor positive modulation | P21728 | HEK293 TREx D1 cells, calcium flux, dopamine EC20 potentiation | potentiation, % at 10 µM | 0.036% of 360,000 active | AID 504651; in the data active = potentiation above about 30%; also: 0% is about no effect
Target sequence (P21728 whole entry, looked up): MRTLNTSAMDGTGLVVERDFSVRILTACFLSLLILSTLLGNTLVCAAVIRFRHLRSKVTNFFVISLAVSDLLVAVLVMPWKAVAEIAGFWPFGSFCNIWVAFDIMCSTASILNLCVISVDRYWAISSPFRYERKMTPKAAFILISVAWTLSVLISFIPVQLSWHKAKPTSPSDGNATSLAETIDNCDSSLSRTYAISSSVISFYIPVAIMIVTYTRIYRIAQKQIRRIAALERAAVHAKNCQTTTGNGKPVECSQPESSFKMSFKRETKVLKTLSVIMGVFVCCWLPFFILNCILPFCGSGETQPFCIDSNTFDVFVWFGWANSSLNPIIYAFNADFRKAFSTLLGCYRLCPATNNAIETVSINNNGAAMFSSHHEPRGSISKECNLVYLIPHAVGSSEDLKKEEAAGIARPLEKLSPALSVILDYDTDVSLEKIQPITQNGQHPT
TRHR PAM – allosterically enhances the human TRH receptor | 0.66% of 360,000 active | TRHR cells, fluo-8 calcium fluorescence, EC20 TRH enhancement | enhancement, % at 2 µM | P34981 | AID 493056; in the data active = enhancement above about 30%; also: 0% is about no effect
Target sequence (P34981 whole entry, looked up): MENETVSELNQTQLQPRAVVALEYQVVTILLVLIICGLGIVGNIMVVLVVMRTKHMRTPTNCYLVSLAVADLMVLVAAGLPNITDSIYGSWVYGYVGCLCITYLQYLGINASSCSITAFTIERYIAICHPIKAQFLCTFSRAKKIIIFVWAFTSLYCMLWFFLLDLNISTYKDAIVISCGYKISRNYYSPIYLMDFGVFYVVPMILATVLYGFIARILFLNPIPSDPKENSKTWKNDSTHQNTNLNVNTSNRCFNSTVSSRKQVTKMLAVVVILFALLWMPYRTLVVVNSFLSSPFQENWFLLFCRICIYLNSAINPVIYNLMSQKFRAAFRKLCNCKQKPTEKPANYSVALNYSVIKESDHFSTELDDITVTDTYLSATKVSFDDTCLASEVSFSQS
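TRHR-expressing cells loaded with fluo-8 calcium dye were read kinetically (ex 480/em 530) during compound addition, then stimulated with an EC20 of TRH (10 nM final). Enhancement of the Gq-mediated intracellular calcium response was scored.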
D2 ag – agonists of human D2 dopamine receptor | P14416 | HEK293 T-REx D2 cells, calcium flux agonist mode | 0.53% of 340,000 active | activation, % at 2 µM | AID 485358;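 active = activation over 3 SD above normal in the single-dose calcium agonist read, cut at about 30% in these data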; also: 0% is about no effect
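Calcium-flux readout, 1 cycle/sec over 180 s following compound pin transfer, in inducible HEK293 Trex D2 cells (force-coupled); dopamine controls included. Positive calcium responses during this window marked compounds as potential agonists.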
D2 antag – D2 dopamine receptor (human) antagonism. HEK293 TREx D2 cells, calcium flux, dopamine EC80. inhibition, % at 10 µM. 2% of 340,000 active. AID 485344; in the data active = inhibition above about 30%; also: 0% is about no effect
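Read-out: kinetic calcium fluorescence (1 cycle/s) in inducible HEK293 T-REx D2 cells after an EC80 dopamine addition that followed 180 s compound preincubation. Loss of the dopamine response indicates antagonism.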
D1 ag – agonists of human D1 dopamine receptor. 1% of 360,000 active. activation, % at 2 µM. HEK293 T-REx D1 cells, calcium flux, agonist mode. P21728; in the data active = activation above about 30%; also: 0% is about no effect
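Tetracycline-induced HEK293 TREx D1 cells, force-coupled to calcium signalling, were dye-loaded with a no-wash calcium kit. Compound was pin-added after a 10 s baseline. Fluorescence was read kinetically at 1 cycle/s for 180 s, with calcium rises flagged as agonism.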
RXFP1 antagonist – RXFP1 (human) relaxin receptor antagonism | Q9HBX9 | HEK293-RXFP1, relaxin-stimulated cAMP HTRF, 30 min; stronger effect = lower value | activity change, negative = inhibition, % at 57.5 µM | 0.59% of 350,000 active | AID 1259400;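 active = activity change of -60% or lower, but not beyond a set lower limit; inconclusive = change between -60% and -40%, or beyond the set limit; inactive = change above -40%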; also: % is scaled to controls: 0 for no effect and ±100 for the full control effect
RXFP1 agonist – activates the human relaxin receptor RXFP1. AID 2676. 0.3% of 370,000 active. HEK293T-RXFP1 cAMP TR-FRET, 30 min; response scale: percent of porcine relaxin response, buffer zero. Potency, µM (doses to about 57.5 µM), for inactives: at the top dose activation, actives largely listed as activators; active = well fitted activation curve with a large enough effect; inconclusive = small, poorly fitted or top-dose-only effect; also: potency is read from the fitted curve at half-maximal effect; % is scaled to controls: 0 for no effect and ±100 for the full control effect; nearly all actives have a fitted effect of over 60% in size; many of its hits are not listed in these tables
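Agonist response is measured as cAMP accumulation in an RXFP1-transfected HEK293T line under PDE4 inhibition. Values are scaled between buffer-only and 29 nM porcine relaxin, and EC50s come from standard Hill equation fits.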
D1 antag – blocks dopamine activation of the human D1 receptor; HEK293 TREx D1 cells, calcium flux, dopamine EC80; stronger effect = lower value; activity change, negative = inhibition, % at 10 µM; 3.2% of 360,000 active; in the data active = activity change below about -30%; also: % is scaled to controls: 0 for no effect and ±100 for the full control effect
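Tetracycline-induced HEK293 T-REx cells with force-coupled D1 receptor were loaded with a no-wash calcium dye. Compound was added after a 10 s baseline and read kinetically for 180 s; EC80 dopamine was then added and calcium flux followed another 180 s.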
Active calls of the source: *; ? = inconclusive; . = not tested or not shown. A portion of the library; the hit share may differ from the screen's.

SMILES	D2 PAM	D1 potentiator	TRHR PAM	D2 ag	D2 antag	D1 ag	RXFP1 antagonist	RXFP1 agonist	D1 antag
CN1CCN(CCCOc2ccc(-c3ccccc3)cc2)CC1	-4.7	-1.1	-2.8	-0.4	-20.0	18.1	?	-1.5%	-32.9*
CC1CCCN(c2cc3c(cc2[N+](=O)[O-])C(=O)N(c2ccccc2)C3=O)C1 (configuration not stated)	.	0.7	-3.4	.	.	-0.7	9.3	1.3%	-7.1
O=c1cc2c(nn1Cc1c(Cl)cccc1Cl)-c1ccccc1CC2	-3.8	1.9	-4.6	-0.1	-5.0	2.0	-22.0	2.4%	14.4
C=C(C)CNC(=S)N/N=C1\CCCCc2ccccc21	-3.3	-6.2	1.0	7.4	5.3	4.3	-3.7	0.9%	-0.9
COc1ccc(CCNC(=O)c2cc3c(-c4ccccc4F)nn(C)c3s2)c(OC)c1	-7.2	1.4	-4.7	.	.	5.9	.	0.8%	-25.7
Cn1c(N)c(C(=O)COC(=O)CSc2ccc3ccccc3c2)c(=O)n(C)c1=O	-11.5	2.5	-0.1	0.8	2.8	3.3	2.1	7.5%	-13.2
O=C(CSc1nnc(Cc2ccccc2)o1)NCc1ccco1	-2.7	-1.4	5.0	3.4	9.0	1.5	7.1	0.4%	-11.0
Cc1ccc(C(=O)NCCc2nnc3ccc(NCCCN4CCOCC4)nn23)cc1	2.3	-1.9	2.9	0.2	-5.8	4.1	-0.9	13.4%	-17.0
CC(=O)c1cccc(NC(=O)c2cnn3ccccc23)c1	1.7	-2.5	-6.6	0.7	16.0	2.8	7.7	0.6%	-7.2
CC1(C)Cc2cccc(OCC(=O)OCc3nnc(-c4ccccc4)o3)c2O1	10.8	-1.1	6.0	0.3	4.3	3.9	0.8	-2.1%	-2.2
CCc1ccc(C2c3[nH]c4ccccc4c3CCN2C(=O)c2ccc(=O)n(C)n2)cc1 (configuration not stated)	-4.3	0.0	13.5	0.5	-8.6	3.8	-15.5	-0.7%	3.5
CCCc1nc2ccccc2c(=O)n1N	5.0	-0.4	-2.7	-0.2	4.2	2.4	1.6	1.8%	-4.5
CCOc1ccc2c(O)csc2c1	.	0.6	-4.1	2.0	-11.0	0.4	2.5	-0.2%	3.9
O=C1CC(N2CCN(c3ccccc3)CC2)C(=O)N1c1ccc2c(c1)OCCO2 (configuration not stated)	-5.9	-6.5	1.1	0.4	37.9*	-0.7	-12.5	1.0%	3.0
C/C(=N\NC(=O)c1cccc(S(=O)(=O)N2CCCC2)c1)c1ccccc1F	-5.5	-2.0	-2.2	-0.8	-1.8	1.5	-9.6	-0.8%	26.2
O=C1c2ccccc2C(=O)N1CCCC(=O)N1CCCc2ccccc21	7.2	-21.2	-3.1	-0.1	-3.0	2.9	-14.6	0.7%	-12.1
Cc1cccc(NC(=O)CSc2nnc(-c3cc(C)[nH]n3)n2N)c1	-2.1	1.1	0.8	0.5	-3.5	0.5	4.9	1.5%	11.5
COc1ccccc1OCCCC(=O)NC(C)c1ccccc1 (configuration not stated)	-14.0	-0.8	-1.9	0.6	-10.9	4.5	-10.1	-2.1%	1.2
COc1cccc(CNc2nc3ccccc3c3nc(-c4cccc(C)c4)nn23)c1	-0.7	-5.1	-9.4	0.7	.	3.7	-6.4	4.9%	-14.2
CCOc1cc2sc(N3CCC(C(=O)Nc4ccc(C)cc4C)CC3)nc2cc1Br	10.0	2.0	-0.6	-0.5	.	2.2	-16.0	-0.2%	2.2
Cc1cccc(NC(=O)COC(=O)CCc2c[nH]c3ccccc23)c1C	-4.7	-3.4	-10.0	-0.6	12.5	4.7	1.9	-1.0%	3.2
COC(=O)c1cc(Br)ccc1NC(=O)Nc1ccccc1	-6.9	6.7	-1.5	-0.4	-7.4	9.2	-12.2	-1.6%	-0.6
CSc1cccc(CN2CCN(Cc3ccccc3)C(CCO)C2)c1 (configuration not stated)	-34.8	-5.7	3.2	-2.8	38.9*	7.5	0.7	0.9%	8.6
CC1=NN(c2ccc(C)cc2C)C(=O)C1C(c1ccccc1)C1C(=O)N(c2ccc(C)cc2C)N=C1C (configuration not stated)	5.8	-2.9	3.2	-1.3	-7.4	-0.2	-10.0	-3.0%	-3.5
[O-]/[N+](=C/c1ccc(F)cc1)c1ccccc1	4.5	-4.5	1.1	-0.9	-33.7	4.3	-6.3	0.6%	-5.0
COc1ccc(CNC(=O)c2cnn(-c3ccccc3)c2-n2cccc2)cc1OC	5.3	-6.6	9.7	-0.6	.	16.4	-16.5	0.1%	-23.3
Cc1ccc(S(=O)(=O)NCCC(c2ccc(F)cc2)c2ccco2)cc1 (configuration not stated)	3.1	-5.0	17.6	-0.4	-10.7	8.9	0.9	0.0%	22.2
COC(=O)C(Cc1ccc(O)cc1)NC(=O)c1ccccc1 (configuration not stated)	2.3	-7.0	-1.8	-0.2	3.7	5.4	-9.4	0.9%	-1.1
Fc1cccc(CNc2ncnc3cc(Cl)ccc23)c1F	.	-6.4	-3.6	.	.	10.4	8.7	4.6%	-18.1
NC(=O)COc1ccccc1	-5.5	4.5	1.9	-1.2	-1.5	0.2	.	3.4%	0.4
Cc1cc(C(=O)Nc2ccccc2)c2ccccc2n1	10.6	-0.6	0.4	-0.5	-15.2	1.9	-4.8	-0.2%	-7.6
CCn1c(SCc2cccc(C(F)(F)F)c2)nnc1-c1ccco1	20.6	-4.6	-2.6	0.2	-0.9	0.7	6.7	0.4%	-6.1
CCn1c(C)c(C(C)=O)c(N2CCCC2)nc1=S	1.7	-1.2	5.2	-2.0	10.9	1.8	4.8	-0.9%	-10.9
Cc1ccc(C)c(SCC(=O)NNC(=O)c2csc(N3CCOCC3)n2)c1	-8.9	-8.8	-4.3	0.0	12.0	2.1	8.6	4.3%	-4.7
OC1CCN(Cc2ccc3ccccc3c2)CC1	-15.3	-4.4	4.5	0.7	45.6*	7.8	-14.4	-0.7%	-4.3
CSc1nc2ccc(NC(=O)NC(=O)c3c(F)cccc3F)cc2s1	3.7	-9.9	-2.0	0.3	-3.2	2.1	13.1	3.6%	-25.0
CCOC(=O)C1CCCN(C(=O)/C=C/c2ccc(Cl)cc2)C1 (configuration not stated)	-8.0	0.9	-4.3	-0.8	21.2	3.0	-8.1	0.0%	.
O=S(=O)(Nc1nc2ccc(S(=O)(=O)N3CCCCC3)cc2s1)c1ccccc1	15.6	3.0	-1.6	.	.	-1.9	6.0	1.8%	-9.2
CCCCn1c2nc3ccccc3nc2c2c(=O)n(-c3ccccc3)cnc21	-28.6	-12.6	-1.8	0.0	-9.8	2.0	10.0	0.1%	10.7
CC(C)(C)C(=O)NC(c1ccccc1)c1c(O)ccc2ccccc12 (configuration not stated)	6.3	-2.7	-2.4	-1.7	13.6	-0.6	-2.9	-0.3%	-3.9
COc1ccc(NC(=O)Nc2cccc(OCc3cc(=O)n4cccc(C)c4n3)c2)c(OC)c1	-6.3	-0.7	8.0	-0.1	.	1.3	-4.3	0.7%	4.9
COc1ccc(C(=O)Nc2ccc(S(=O)(=O)N3CCCCC3)cc2)cc1	-2.6	-7.8	-2.5	-0.1	9.1	1.7	6.5	2.2%	-24.9
CCc1ccccc1NC(=S)NC1CC2CCC(C1)N2Cc1ccc(F)cc1 (configuration not stated)	-28.1	-5.5	0.6	1.4	78.3*	13.6	1.3	-1.0%	4.8
COc1cccc(OCc2cc(C(=O)N(C)CCOc3ccc(C)cc3)no2)c1	-9.0	-4.1	-10.8	0.8	-13.2	19.0	4.7	2.3%	8.8
COc1ccc(CCNC(=O)COC(=O)Cn2cnc3ccccc3c2=O)cc1	16.0	3.8	-1.0	0.0	-0.4	3.2	0.1	3.2%	41.3
Clc1cccc(CSc2nnc(-c3c[nH]c4ccccc34)o2)c1	2.8	-0.3	3.7	0.8	-1.9	3.4	-18.1	-0.4%	3.0
CCOC(=O)CSc1cc(C)nc(NC(C)=O)n1	1.5	-1.4	-1.6	0.1	24.9	2.7	1.1	1.8%	-2.6
Cc1[nH][nH]c(=O)c1C(c1ccc2c(c1)OCO2)c1c(C)[nH][nH]c1=O	1.0	-8.8	-0.2	1.0	18.2	2.1	2.8	-2.9%	2.1
COc1ccc(Nc2nc(OC)nc(OC)n2)cc1	7.5	-0.6	-3.5	0.0	-4.1	0.4	13.4	0.1%	5.1
CCN(Cc1ccccc1)S(=O)(=O)c1cc(C(=O)Nc2cc(Cl)cc(Cl)c2)ccc1F	-8.2	1.9	1.7	.	.	3.3	-2.7	-0.7%	2.4

Records above marked active in D1 antag:
mol	D2 PAM	D1 potentiator	TRHR PAM	D2 antag	D1 ag	RXFP1 antagonist	RXFP1 agonist	D1 antag
CN1CCN(CCCOc2ccc(-c3ccccc3)cc2)CC1	-4.7	-1.1	-2.8	-20.0	18.1	?	-1.5%	-32.9*

Additional structures.
SMILES	D2 PAM	D1 potentiator	TRHR PAM	D2 ag	D2 antag	D1 ag	RXFP1 antagonist	RXFP1 agonist	D1 antag
S=C(Nc1ccc(Cl)cc1)Nc1cccc2cnccc12	7.2	-6.6	3.7	-0.4	0.6	4.8	-5.1	2.7%	5.0
COc1ccc(CNC(=O)C2CCN(S(=O)(=O)c3ccc(Br)s3)CC2)cc1	-17.5	-3.5	2.2	2.2	3.2	1.5	3.3	0.1%	-11.3
CCN1C(=O)CSc2ccc(C(=O)NCc3ccco3)cc21	4.6	0.1	5.3	-0.5	-2.3	1.4	14.3	0.9%	-6.5
O=C(O)CCCC(=O)Nc1ccc(Oc2cccc(C(F)(F)F)c2)nc1	-1.5	-2.9	-1.0	-0.9	12.0	0.0	4.5	0.1%	-10.4
O=C1c2cccnc2C(=O)N1c1cccc([N+](=O)[O-])c1	-3.7	-3.0	0.0	1.9	-19.8	3.4	9.6	6.0%	5.3
COc1ccc(C(=O)NC(CC(C)C)C(=O)O)cc1OC (configuration not stated)	-1.2	0.5	-14.8	0.0	10.6	1.9	0.4	-1.8%	-0.9
Cc1ccccc1-c1nc(CN2CCC(C(=O)NCc3cccnc3)CC2)c(C)o1	1.5	-3.5	3.6	-1.3	3.3	-4.0	9.3	0.2%	-3.8
CN(c1ccccc1)S(=O)(=O)c1cc(C(=O)c2nccn2C)ccc1Cl	.	-7.6	-1.4	.	.	3.1	-17.5	1.1%	-0.5
CCN(CC)S(=O)(=O)c1ccc2c(c1)N(CC(=O)Nc1cccc(C#N)c1)C(=O)CO2	-3.6	-3.5	-1.8	-1.2	.	0.7	-1.1	0.5%	-2.0
